IMP-1 inhibitor: blocks Pseudomonas aeruginosa IMP-1 metallo-beta-lactamase; inhibition, % at 5.6 µM; hit rate 0.45% among 290,000; AID 1556; purified IMP-1, nitrocefin hydrolysis, epi-absorbance fluorescence;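 active means inhibition above the mean plus 3 SD of all compounds in the same screening run, cut at about 4.5% in these data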;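 further: 0% = IMP-1 with DMSO and 100% = DMSO wells lacking enzyme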
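System: purified IMP-1 / Input: IMP-1 dispensed at 0.2 nM / Medium: 50 mM HEPES pH 7.1, 50 µM ZnSO4, 0.05% Brij 35 / Timing: 15 min enzyme–compound preincubation, then 25 min nitrocefin reaction, 25 °C / Technique: plate fluorescence quenching by hydrolysis product, ex 480/em 530 nm / Repeats: singlicate testing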
NALP1 yeast inh: blocks the NALP1 inflammasome reconstituted in yeast. S. cerevisiae NALP1/ASC/caspase-1 growth, X-gal OD620, 72 h. hit rate 0.61% among 280,000. inhibition, % at 10 µM; in the data active means inhibition mostly above about 24%, no sharp cut-off; inactive means mostly below about 32%; further: some compounds called inactive have numbers as strong as hits
VIM-2 inhibitor: blocks Pseudomonas aeruginosa VIM-2 metallo-beta-lactamase; purified VIM-2, nitrocefin hydrolysis, epi-absorbance fluorescence; inhibition, % at 5.6 µM; hit rate 0.89% among 290,000; AID 1527;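 active means inhibition above the mean of all tested compounds plus 3 SD, cutoff set per screening run, cut at about 7.5% in these data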;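 further: red hydrolysis product quenches plate fluorescence so inhibitors raise well fluorescence; 0% = enzyme with DMSO and 100% = DMSO without enzyme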
M18AAP inhibitor: blocks P. falciparum M18 aspartyl aminopeptidase. recombinant PfM18AAP, H-Glu-NHMec fluorogenic cleavage. inhibition, % at 7.35 µM. hit rate 1.2% among 290,000. AID 1822;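 active means inhibition above the campaign mean inhibition over all tested compounds plus 3 SD, cut at about 28% in these data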;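 further: 0% = plate median of test compound wells and 100% = 2 mM ZnCl2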
IDE act: activators of human insulin-degrading enzyme in cells. activation, % at 5.96 µM. hit rate 0.073% among 340,000. HEK cells, FAbeta-B cleavage, fluorescence polarization; 0% vehicle, 100% cell-free pure enzyme wells;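 active means activation above the mean of all tested compounds plus 3 SD, set per screening campaign, cut at about 17% in these data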
PHOSPHO1 inh: inhibitors of human PHOSPHO1 phosphatase | recombinant PHOSPHO1, absorbance phosphatase assay | hit rate 1.1% among 290,000 | Q8TCT1 | inhibition, % at 13.3 µM; in the data active means inhibition above about 60%
Target sequence (Q8TCT1 whole entry, looked up): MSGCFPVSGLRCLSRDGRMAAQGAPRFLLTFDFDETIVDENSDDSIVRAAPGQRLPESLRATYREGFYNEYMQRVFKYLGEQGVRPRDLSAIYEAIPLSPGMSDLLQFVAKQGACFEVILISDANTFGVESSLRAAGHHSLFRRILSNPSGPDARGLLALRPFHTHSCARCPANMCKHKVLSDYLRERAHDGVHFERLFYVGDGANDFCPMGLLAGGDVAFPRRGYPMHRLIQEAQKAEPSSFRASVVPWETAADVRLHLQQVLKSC
p-CIP stab down: lowers stability of the mouse p/CIP coactivator protein; Q05BA5; F442A p/CIP-EGFP cells, EGFP fluorescence, 16 h; decrease of EGFP signal, % at 10 µM; hit rate 0.01% among 290,000; AID 1984;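 active means EGFP signal decrease of at least 30% at 10 µM or well 3 SD below plate mean, unless failing retest; inactive means the rest, including hits failing retest or dose response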; further: some compounds called inactive have numbers as strong as hits; many of its hits are not listed in these tables
IDE inh: inhibitors of human insulin-degrading enzyme in cells | P14735 | HEK cells, FAbetaB cleavage, fluorescence polarization | inhibition, % at 5.59 µM | hit rate 0.41% among 320,000 | AID 434962;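 active means percent inhibition above the average of all tested compounds plus 3 SD, set per screening campaign, cut at about 16% in these data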;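 further: IDE supplied by intact live HEK cells; FP after avidin binding of uncleaved biotin substrate so inhibition keeps polarization high; 0% = DMSO wells and 100% = 60 µM reference IDE inhibitor Ii1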
GPR7 antag: blocks human GPR7 receptor signaling | hit rate 1.1% among 290,000 | inhibition, % at 4.4 µM | AID 1861 | P48145 | GPR7-expressing cells, fluorescence antagonist assay; in the data active means inhibition above about 16%, passing the limit was not always enough;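 further: cells stimulated with the agonist NPW; 0% = agonist with vehicle and 100% = vehicle without agonist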
Target sequence (P48145 whole entry, looked up): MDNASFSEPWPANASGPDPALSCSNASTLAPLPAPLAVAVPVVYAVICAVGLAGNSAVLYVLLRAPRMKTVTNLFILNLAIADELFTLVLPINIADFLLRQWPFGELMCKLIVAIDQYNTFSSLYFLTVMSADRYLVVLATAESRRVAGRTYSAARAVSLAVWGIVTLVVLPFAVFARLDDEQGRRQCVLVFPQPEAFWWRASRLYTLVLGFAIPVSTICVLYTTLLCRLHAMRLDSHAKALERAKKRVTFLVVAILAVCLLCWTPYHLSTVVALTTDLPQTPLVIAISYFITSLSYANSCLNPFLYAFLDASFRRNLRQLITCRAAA
* = called active by the depositor; nt = not tested or not shown.

item	IMP-1 inhibitor	NALP1 yeast inh	VIM-2 inhibitor	M18AAP inhibitor	IDE act	PHOSPHO1 inh	p-CIP stab down	IDE inh	GPR7 antag	Molecule
1	-2.2	1	-1.5	4	0	42	-9	2	-11	O=S(=O)(c1ccccc1)N1CCCC1c1cccs1 (configuration not stated)
2	-1.3	14	-1.7	-4	-5	34	-30	-5	-5	O=C(O)CCCC(=O)N1CCN(c2nc(-c3ccccc3Cl)c3cc(Br)ccc3n2)CC1
3	-1.3	22	-1.6	1	5	6	-4	0	-5	COC(=O)N/N=C\c1cc(Br)ccc1OCc1ccccc1
4	-2.5	16	-0.5	-5	2	-13	-11	4	3	Cn1c(=O)oc2cc(S(=O)(=O)Nc3cccc(C(=O)O)c3)ccc21
5	-3.0	-18	-2.4	10	-1	69*	-9	-1	-5	Cn1c(-c2ccc(C(C)(C)C)cc2)n[nH]c1=S
6	-4.4	15	-3.5	6	nt	10	3	nt	-5	CC(C)c1ccc(N2CCN(C(=O)c3ccccc3NC(=O)/C=C(\C(=O)O)c3ccccc3)CC2)cc1
7	-0.6	26	-0.1	5	3	-6	1	6	1	Cc1cccc2cc(C#N)c(NCCNS(=O)(=O)c3ccc4c(c3)OCCO4)nc12
8	-3.9	29	-3.9	-3	2	4	-15	3	-4	CCCCNC(=O)Nc1cnn(CC)c1C(N)=O
9	-1.6	18	-4.1	12	2	34	5	1	-3	C/C(=N\NC(=O)c1nnn(-c2nonc2N)c1CN1CCc2ccccc21)c1ccccc1O
10	-0.3	16	-1.0	1	-2	-17	-1	5	12	O=c1oc2ccccc2c(NCCc2ccccc2)c1[N+](=O)[O-]
11	-1.6	2	0.0	1	-5	12	2	2	-12	c1cc2ccc3ccc(CN4CCOCC4)c4ccc(c1)c2c34
12	-2.8	12	-4.8	2	0	-31	-3	0	-11	Cc1cnc(C(=O)OCC(=O)Nc2ccc(Cl)cc2)cn1
13	-4.7	nt	-1.4	7	nt	nt	nt	nt	-15	COc1ccc(C2C3=C(CCCC3=O)Nc3nc4ccccc4n32)cc1OC (configuration not stated)
14	-1.1	11	-3.4	-4	2	-7	3	4	-10	COc1ccc(-c2nnnn2-c2ccccc2OC)cc1
15	-4.1	-6	-0.6	-13	1	-20	-9	2	-4	CCN1CCN(C(=O)CCc2nnc3ccc(N4CCC5(CC4)OCCO5)nn23)CC1
16	-0.1	15	-0.1	1	-7	4	-2	5	6	Cc1ccc(N=Cc2c(O)n(-c3nccs3)c(=O)c3ccccc23)cc1
17	-2.0	-10	-1.6	0	-7	14	13	3	3	O=C(O)c1cccc(NC(=O)c2cccc(S(=O)(=O)N3CCc4ccccc43)c2)c1
18	-1.2	42	0.4	14	0	-17	-16	7	24*	CCc1ccc(NC(=O)c2ccc(Cn3cc([N+](=O)[O-])cn3)cc2)cc1
19	-4.3	18	-0.2	-2	-4	20	-1	5	-7	Cc1cc(=O)oc2cc(OCC(=O)N3CCCC(C)C3)ccc12 (configuration not stated)
20	-3.1	8	-1.6	-35	2	24	-5	4	-11	COc1ccc(C(=O)CCS(=O)(=O)c2ccc(C)cc2)cc1OC
21	0.8	9	-1.7	-11	3	-59	-14	1	15	C[N+]1(CC(=O)OCCCc2ccccc2)CCOCC1
22	-2.8	12	-3.1	5	3	31	-11	7	-4	CC(=O)c1cccc(NC(=O)N2CCC(C(=O)c3ccc(F)cc3)CC2)c1
23	0.0	8	0.5	-1	-1	-11	7	6	-5	CC1CCN(c2ccc3nnc(CCC(=O)NCCCOC(C)C)n3n2)CC1
24	-1.3	20	0.8	-1	-1	9	-2	4	-7	N/C(=N\c1nc2c(c(=O)[nH]1)CCC2)Nc1ccccc1
25	-4.1	9	-5.4	4	0	-6	5	4	0	NS(=O)(=O)c1cccnc1Nc1ccc(Cl)c(Cl)c1
26	-0.6	-7	-2.5	-2	3	42	-17	3	-12	Cc1ccc(C)c(NC(=O)CCC(=O)N/N=C2/CC(=O)CC(C)(C)C2)c1
27	34*	2	-1.4	5	9	18	-8	6	6	COC(=O)c1cc(S(=O)(=O)NCCc2ccc(SC)cc2)c[nH]1
28	-3.8	10	-1.2	2	-3	41	1	-7	-12	O=C(NC1CCCCC1)c1ccc(N2CCOCC2)c([N+](=O)[O-])c1
29	-0.2	11	0.1	-9	4	3	-5	-1	-22	CSc1nc(O)c(C(c2ccc(O)cc2)c2c(O)nc(SC)[nH]c2=O)c(=O)[nH]1
30	-1.6	-7	2.9	-17	1	56	3	-1	-7	CN(C)CCNC(=O)c1sc2cccc(F)c2c1Cl

Reformatted: 2 of the compounds above
| entry | Molecule | IMP-1 inhibitor | NALP1 yeast inh | VIM-2 inhibitor | M18AAP inhibitor | IDE act | PHOSPHO1 inh | p-CIP stab down | IDE inh | GPR7 antag |
| --- | --- | --- | --- | --- | --- | --- | --- | --- | --- | --- |
| 25 | NS(=O)(=O)c1cccnc1Nc1ccc(Cl)c(Cl)c1 | -4.1 | 9 | -5.4 | 4 | 0 | -6 | 5 | 4 | 0 |
| 11 | c1cc2ccc3ccc(CN4CCOCC4)c4ccc(c1)c2c34 | -1.6 | 2 | 0.0 | 1 | -5 | 12 | 2 | 2 | -12 |

Profiles, looked up by structure. Values in the order: IMP-1 inhibitor	NALP1 yeast inh	VIM-2 inhibitor	M18AAP inhibitor	IDE act	PHOSPHO1 inh	p-CIP stab down	IDE inh	GPR7 antag
Cc1cc(=O)oc2cc(OCC(=O)N3CCCC(C)C3)ccc12 (configuration not stated) as listed: -4.3	18	-0.2	-2	-4	20	-1	5	-7
CN(C)CCNC(=O)c1sc2cccc(F)c2c1Cl as listed: -1.6	-7	2.9	-17	1	56	3	-1	-7
CCc1ccc(NC(=O)c2ccc(Cn3cc([N+](=O)[O-])cn3)cc2)cc1 as listed: -1.2	42	0.4	14	0	-17	-16	7	24*
O=S(=O)(c1ccccc1)N1CCCC1c1cccs1 (configuration not stated) as listed: -2.2	1	-1.5	4	0	42	-9	2	-11
CCN1CCN(C(=O)CCc2nnc3ccc(N4CCC5(CC4)OCCO5)nn23)CC1 as listed: -4.1	-6	-0.6	-13	1	-20	-9	2	-4

Continuation:
item	IMP-1 inhibitor	NALP1 yeast inh	VIM-2 inhibitor	M18AAP inhibitor	IDE act	PHOSPHO1 inh	p-CIP stab down	IDE inh	GPR7 antag	Molecule
31	-3.5	8	-3.9	8	5	25	-8	6	-4	O=C(N/N=C/c1ccco1)c1cnccn1
32	-2.5	32	-2.6	3	5	33	0	2	8	COC(=O)C1CCCN1C(C(=O)NC1CCCCC1)c1ccc(Cl)cc1 (configuration not stated)
33	-2.5	13	-0.7	-6	-4	4	-4	-2	-6	Cc1ccc(C)c2c(SC(C)C(=O)NCc3ccco3)nc(-c3ccccc3)nc12 (configuration not stated)
34	-0.2	14	7.5	-4	-4	-16	7	11	1	O=C(O)c1sccc1Oc1ccc(NS(=O)(=O)c2cccc(F)c2)cc1
35	-3.6	-6	-3.9	9	-1	-93	6	9	-15	CC1CC2=C(NC(=S)NC2c2ccccc2F)/C(=C/c2ccccc2F)C1 (configuration not stated)
36	-5.6	-22	-0.6	3	4	-25	-8	-1	-10	N#Cc1nc(-c2ccccc2Cl)oc1N1CCOCC1
37	-2.0	3	-7.5	8	10	7	-4	0	-15	Cc1ccc(NC(=S)Nc2nc(CC(=O)Nc3ccccc3)cs2)cc1
38	1.5	24	0.1	-8	-2	12	0	-2	3	COc1ccc(/C=C(\NC(=O)c2cccs2)C(=O)Nc2ccccc2C)cc1OC
39	-3.0	2	-6.1	4	2	33	11	-2	-26	CCOc1ccc(OCC(=O)Nc2c3c(nn2C(C)(C)C)CS(=O)(=O)C3)cc1
40	-1.5	0	-4.0	-3	-2	16	-8	4	-17	N/C(=N\c1nc2c(c(=O)[nH]1)CCCC2)Nc1ccccc1Sc1ccccc1
41	-3.0	20	-3.2	-1	0	14	-2	6	-4	COc1ccc(/C=N/c2nc3ccccc3n2C)cc1OC
42	-1.9	-2	-1.0	0	4	9	-3	7	-1	CN(CC(=O)Nc1ccccc1Br)C(=O)CNC(=O)Cc1cccc2ccccc12
43	1.1	3	-0.9	3	1	-7	-10	4	-1	CCOC(=O)C1=C(C)OC(N)=C(C#N)C1c1cc(OC)c2c(c1)OCO2 (configuration not stated)
44	-2.3	-5	-2.0	-2	2	27	-15	3	8	CCc1ccc(NC(=O)c2ccnc(C(C)(C)C)c2)cc1
45	nt	-22	nt	nt	1	18	-10	6	nt	COc1ccc(C2=NOC(C)(c3nnc(-c4ccc(F)cc4)o3)C2)cc1 (configuration not stated)
46	0.1	13	-0.5	-3	-1	6	-10	5	-4	NC(=O)C1(N2CCCCC2)CCN(C2CC(=O)NC2=O)CC1 (configuration not stated)
47	-2.5	3	1.5	3	-4	-19	11	-2	-5	Cc1ccc(Cl)cc1NC(=O)Nc1cccs1
48	-3.1	-14	-1.6	3	-1	6	-5	6	-3	COC(=O)Nc1ccc(S(=O)(=O)N2CCN(CCN3C(=O)C4C5C=CC(C5)C4C3=O)CC2)cc1 (configuration not stated)
49	-3.1	15	-2.7	2	3	22	-11	0	-12	COc1ccc(/C=C(/NC(=O)c2ccc(OC)c(OC)c2)C(=O)NCCCn2ccnc2)cc1
50	-1.3	4	-1.1	5	7	37	-14	3	-19	COCCn1c(CCC(=O)O)ccc1-c1cccs1
51	1.0	5	-1.0	-6	-8	-114	-2	8	3	CC(C)c1ccc(Nc2nnc(SCC(=O)Nc3ncc(S(=O)(=O)c4ccc([N+](=O)[O-])cc4)s3)s2)cc1
52	-3.0	15	-3.1	-1	-6	-6	0	9	8	Cc1cccc(-c2ncc(CN3CCN(C4CCCC4)C(CCO)C3)cn2)c1 (configuration not stated)
53	-2.9	21	-3.8	0	2	2	1	-1	-4	Cc1ccc(C)c(NC(=O)c2ccc3c(c2)N(Cc2ccc(F)cc2)C(=O)CS3=O)c1 (configuration not stated)
54	-4.7	5	-3.7	43*	3	95*	-2	3	-11	CCOC(=O)CN1NC2(CCC(C)CC2)NC1=S (configuration not stated)
55	-3.9	5	-1.1	-3	5	26	9	0	-4	CCOc1ccc(S(=O)(=O)N2CCC(C(=O)NCc3ccccn3)CC2)cc1
56	-0.1	7	1.8	-1	2	42	0	3	16	CCCC(=O)N1CCc2cc(-c3nc(N)sc3C)ccc21
